# LMPTP inh: LMPTP phosphatase inhibitors, primary screen, biochemical, fluorescence intensity, uHTS. recombinant LMPTP-A, OMFP fluorogenic substrate. 360,000 compounds, 0.22% hits. inhibition, % at 20 µM. AID 651560, 2012;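 active = compounds that cut the enzyme signal by at least half of the control window in the single-dose screen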;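 note: plate controls were DMSO wells with enzyme plus substrate for no effect and substrate without enzyme for full effect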
# Target sequence (P24666 whole entry, looked up): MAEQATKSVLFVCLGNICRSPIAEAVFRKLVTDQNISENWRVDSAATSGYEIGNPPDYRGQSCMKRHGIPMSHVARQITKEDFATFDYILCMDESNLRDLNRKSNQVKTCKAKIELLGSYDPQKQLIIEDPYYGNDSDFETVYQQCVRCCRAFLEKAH
#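 Test system: LMPTP-A phosphatase enzyme. Amount: LMPTP-A at 0.625 nM final in the reaction. Reagent: OMFP substrate, 400 µM final. Times: 50 min at room temperature. Signal: endpoint fluorescence intensity from OMFP dephosphorylation. Read-out basis: % inhibition. Benchmarks: no-enzyme and uninhibited controls.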
# Scp-1 inhibitor: Scp-1 phosphatase inhibitors, primary screen, biochemical, colorimetric, uHTS; inhibition, % at 20 µM; Carboxy-terminal domain RNA polymerase II polypeptide A small phosphatase 1 (Homo …; 340,000 compounds, 0.88% hits; Recombinant Scp1, phosphopeptide, malachite green phosphate absorbance;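 active = inhibition above about 50% at 20 µM, limit read from the data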;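 note: plate controls were DMSO wells with enzyme for no effect and wells lacking enzyme for full effect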
# Target sequence (Q9GZU7 76-261 limits assumed): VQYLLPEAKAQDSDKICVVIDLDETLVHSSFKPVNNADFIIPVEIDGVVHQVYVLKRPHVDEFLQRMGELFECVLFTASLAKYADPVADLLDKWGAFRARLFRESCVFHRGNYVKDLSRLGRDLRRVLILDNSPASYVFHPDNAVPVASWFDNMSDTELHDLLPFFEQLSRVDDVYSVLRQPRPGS
#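 Material: truncated SCP-1 phosphatase (76-261aa) / Buffer or medium: 50 mM Tris acetate pH 5.5, 0.005% Tween-20, 10 mM MgCl2 / Compound dosing: one concentration, 20 µM, with 1.0% DMSO / Incubation: 45 min room-temperature reaction, 5 min colour, 30 min stabiliser / Detection: colorimetric free-phosphate detection, absorbance 630 nm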
# SUMO1-SIM PPI: modulators of SUMO1 protein-protein interactions, primary screen, biochemical, uHTS; 360,000 compounds, 0.33% hits; SUMO1 binding to a labelled peptide, TR-FRET, 1 h; AID 602429, 2012; inhibition, % at 20 µM; in the data active = inhibition above about 37%
# Target sequence (P63165 whole entry, looked up): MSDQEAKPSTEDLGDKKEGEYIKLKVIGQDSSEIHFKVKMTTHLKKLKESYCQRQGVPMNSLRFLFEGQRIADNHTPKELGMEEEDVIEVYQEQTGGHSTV
# SKN-1 inh: suppressors of acrylamide-induced Pgst-4::GFP reporter in worms, primary screen, SKN-1 inhibitor project, whole organism, uHTS, GFP/RFP fluorescence ratio, strain VP596 | C. elegans VP596 Pgst-4::GFP/RFP ratio, 24 h | inhibition, % at 21.8 µM | 360,000 compounds, 0.49% hits;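 active = interference check ratio from 0.5 to 1.5 plus GFP to RFP signal ratio inhibition reaching or exceeding a fixed threshold, cut at about 30% in these data, passing the limit was not always enough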; note: some compounds called inactive have numbers as strong as hits
# DNMT1 inh: human DNMT1 methyltransferase inhibitors, primary screen, biochemical, molecular beacon, fluorescence, HinP1I cleavage, uHTS. DNA (cytosine-5)-methyltransferase 1 (Homo sapiens), P26358. inhibition (reported as % activation of signal), % at 10 µM. 360,000 compounds, 0.83% hits. AID 588458, 2011; in the data active = inhibition above about 50%
# STEP inh: STEP phosphatase inhibitors, primary screen, biochemical, fluorescence intensity, uHTS | inhibition, % at 20 µM | recombinant STEP, OMFP fluorogenic substrate | 360,000 compounds, 0.25% hits | Tyrosine-protein phosphatase non-receptor type 5 (Homo sapiens), P54829;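 active = inhibition at 20 µM, scaled per plate between control wells, above about 37%, limit read from the data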;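 note: 0% = DMSO with enzyme and substrate and 100% = substrate only without enzyme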
#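 medium = Bis-Tris buffer pH 6.0, 2.5 mM DTT, 0.005% Tween 20 | test system = STEP (striatal-enriched tyrosine phosphatase) enzyme, cell-free | measure = normalized % inhibition | compound dosing = 20 µM, 1% DMSO | also added = 25 µM OMFP | schedule = reaction 20 min, ambient temperature | measured by = fluorescence read at 480 nm ex / 540 nm em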
# MT1-MMP act inh: blockers of MT1-MMP proenzyme processing, primary screen, HT1080 RFP-PRO-GFP cells, GFP/RFP fluorescence; Matrix metalloproteinase-14 (Homo sapiens), P50281; GFP/RFP ratio fluorescence, overnight; percent of plate control window, DMSO zero; GFP/RFP ratio change, % at 20 µM; 360,000 compounds, 0.061% hits;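 active = GFP/RFP ratio change of at least 30% with cell ATP level not reduced by more than half and red fluorescence within 50% of control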; note: strong numbers were not always called active
#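 Material – HT1080 RFP-PRO-GFP cells · Control set – DMSO wells and RFP-L50D-GFP cells · Incubation – overnight cell settling, then overnight compound exposure, 37 °C, 5% CO2 · Compound dosing – single-point 20 µM compound, 1% DMSO · Read-out – GFP/RFP fluorescence ratio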
# CendR NRP1 mod: modulators of CendR peptide binding to NRP-1, primary screen, biochemical, fluorescence polarization, uHTS; Neuropilin-1 (Homo sapiens), O14786; FAM-RPARPAR peptide binding to NRP-1; inhibition, % at 25 µM; 360,000 compounds, 0.85% hits;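 active = inhibition or corrected inhibition above about 18%, plus a signal ratio from 0.5 to 1.5, limit read from the data, passing the limit was not always enough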; note: strong numbers were not always called active
# Rpn11 block: Rpn11 (PSMD14) deubiquitinase inhibitors, primary screen, biochemical, fluorescence polarization, uHTS; 26S proteasome non-ATPase regulatory subunit 14 (Homo sapiens), O00487; AID 588493, 2011; human 26S proteasome, Ub4-pepOG fluorescence polarization; 20S core pre-blocked with epoxomicin; 360,000 compounds, 0.59% hits; calls only at 20 µM;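 active = inhibition at 20 µM, scaled to each plate's controls, above about 33%, limit read from the data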
# Target sequence (O00487 whole entry, looked up): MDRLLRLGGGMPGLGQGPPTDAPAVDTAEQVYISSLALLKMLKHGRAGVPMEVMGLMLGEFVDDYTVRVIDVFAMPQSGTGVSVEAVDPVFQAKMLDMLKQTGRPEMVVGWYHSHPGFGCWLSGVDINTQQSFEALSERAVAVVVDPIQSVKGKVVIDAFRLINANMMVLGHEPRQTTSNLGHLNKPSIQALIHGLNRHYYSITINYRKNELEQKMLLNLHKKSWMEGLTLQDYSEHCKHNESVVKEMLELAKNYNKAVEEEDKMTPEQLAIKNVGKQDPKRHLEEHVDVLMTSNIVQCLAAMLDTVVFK
# NadD block: inhibitors of S. aureus NadD, primary screen, biochemical, colorimetric, uHTS; Nicotinate-nucleotide adenylyltransferase NadD (Staphylococcus aureus N315); purified NadD enzyme, colorimetric absorbance read-out; inhibition, % at 20 µM; 360,000 compounds, 0.78% hits; AID 602399, 2012; in the data active = inhibition above about 26%; note: some compounds past the cut are filed as inactive
# The depositor's hits bear a star; i = inactive; . = not tested or not shown; + = active, no number.
SMILES,LMPTP inh,Scp-1 inhibitor,SUMO1-SIM PPI,SKN-1 inh,DNMT1 inh,STEP inh,MT1-MMP act inh,CendR NRP1 mod,Rpn11 block,NadD block
O=C1OC(Nc2nc3ccccc3s2)c2ccccc21 (configuration not stated),-2.1,1,0,3,0,-2,3,5,i,0
CCOc1cc(/C=N/N=C2/NC(=O)C(CC(=O)O)S2)ccc1OS(=O)(=O)c1ccc(C)cc1 (configuration not stated),-0.5,-3,2,4,-3,4,1,-29,i,6
Cc1cc2oc(=O)cc(CN3CCOCC3)c2cc1C,-1.1,-3,0,5,-1,-3,-2,5,i,-3
CCOc1ccc2[nH]c(=O)c(CN(CCc3ccccc3)C(=O)c3cnccn3)cc2c1,-1.2,3,4,6,-1,2,4,-5,i,3
CC(C)(C)OC(=O)N1CCN(CCNC(=O)c2ccccc2)CC1,0.3,-10,6,-9,0,-1,3,0,i,-2
Cn1c(=O)c2c(ncn2CC(=O)NC(C)(C)C)n(C)c1=O,-0.5,-2,3,-10,1,1,7,-12,i,0
Cc1ccc2nc3c(cc(C(N)=S)c(=N)n3CCCOC(C)C)c(=O)n2c1,-39,-3,-18,15,11,12,-53,-55,i,22
COc1ccc(CC(N)c2csc(Nc3ccc(S(C)(=O)=O)cc3)n2)cc1 (configuration not stated),-2.1,.,-3,20,-7,-2,1,-10,i,-3
CCNc1nc(NCC)nc(OCCOC(=O)COc2ccc(Cl)cc2Cl)n1,-1.7,4,-2,13,-3,4,1,15,i,1
COc1cc(C(=O)Oc2cc(C)[nH]c(=O)c2[N+](=O)[O-])cc(OC)c1OC,-0.4,0,3,12,-1,0,0,2,i,2
Cc1ccc(CCC(=O)Nc2ncc(Cc3cccc(Cl)c3Cl)s2)o1,-2.8,1,3,3,18,0,12,-6,i,3
OC1(c2ccccc2F)CCN(Cc2nnnn2Cc2ccc(F)cc2)CC1,-0.4,-2,0,-4,0,-1,1,-12,i,-4
CCCCOn1c(C)c(C(=O)OCC)c2c3nonc3ccc21,2.3,3,-7,23,-2,2,3,1,i,-6
Cc1cccc(NS(=O)(=O)c2cccc(C(=O)N3CCC3)c2)c1,-2.1,-4,-1,12,-1,-3,-2,-6,i,-1
CCOc1ccccc1/C=N/N1CCN(Cc2ccccc2)CC1,-3.2,0,2,-9,3,-2,-5,-4,i,1
COC(=O)c1c(C(=O)OC)c(-c2ccccc2)n2c1CS(=O)C2 (configuration not stated),0.5,-2,-7,-7,1,-3,0,3,i,0
Cc1nc2ccccc2c2nc(N)nn12,-0.9,0,-2,2,2,-1,5,13,i,3
CCn1c(=NC(=O)CCS(=O)(=O)c2ccccc2)sc2cccc(OC)c21,2.8,-3,-5,1,1,3,4,7,i,0
C#CC[N+]1(CC#Cc2ccccc2)CCCC1,0.4,3,-10,15,0,1,2,4,i,6
CCN(C[C@H]1N[C@@](Cc2ccccc2)(C(=O)OC)[C@H]2C(=O)N(Cc3ccccc3)C(=O)[C@@H]12)C(=O)c1ccc(F)cc1,1.4,-5,1,-12,-2,-1,3,-7,i,1
Cc1cccc(-c2n[nH]c(=S)n2/N=C/c2cccs2)c1,1.5,26,-9,14,-1,-2,1,12,i,7
Cc1ccc(S(=O)(=O)N2CCOCC2)cc1NC(=O)COC(=O)c1ccc(Br)cc1,-0.1,-5,2,1,-2,-1,-1,7,i,-4
Cc1c(Cl)cccc1NC(=O)CSc1sc2c(O)cc(=O)[nH]c2c1C#N,3.6,1,-4,10,1,6,0,-17,i,6
Cc1ccc(CCN2CC(C(=O)NC3CCCCC3)CC2=O)cc1 (configuration not stated),-2.1,-6,-4,6,1,0,0,-2,i,3
O=C(Nc1ccc(F)c(F)c1)c1cnc(-c2ccccc2)nc1-c1ccccc1,-1.2,0,-2,-3,5,1,-1,8,i,-3
O=C(COc1ccccc1Cl)NCc1ccncc1,-0.5,2,0,19,2,-1,1,8,i,-7
Cc1ccc(NC(=O)CSc2nnc(-c3cccs3)o2)cc1S(=O)(=O)N1CCCCC1,-2.6,-2,-1,6,0,-2,-3,1,i,-6
Cc1nc2sc(C(c3cccs3)N3CCN(c4ccccc4)CC3)c(O)n2n1 (configuration not stated),-1.9,-5,-8,-5,2,2,-2,3,i,1
CCn1c(=O)c(C(=O)NCCN2CCCCC2)c(O)c2ccccc21,-1.3,-4,2,-17,4,0,-2,-1,i,-3
Cc1ccc(CSc2nnc(NC(=O)Cn3cnc4ccccc4c3=O)s2)cc1,1.7,-6,4,-9,-1,1,1,-8,i,14
Nc1ccc2oc(-c3ccc4nc[nH]c4c3)nc2c1,2.5,-10,-2,-1,-6,-1,4,4,i,5
COc1cccc(N2CCN(Cc3nc4scc(-c5ccccc5)c4c(=O)[nH]3)CC2)c1,0.7,3,3,3,-7,-1,-38,-28,+,8
O=C(COC(=O)c1ccc(S(=O)(=O)NCc2ccco2)cc1)Nc1ccc(OC(F)F)cc1,0.9,2,-2,0,-1,-2,-2,-16,i,-8
CS(=O)(=O)c1ccc2nc(NC(=O)c3cc([N+](=O)[O-])cc([N+](=O)[O-])c3)sc2c1,0.4,-6,-7,1,-4,0,-2,0,i,2
CC12CCC(C(=O)NCc3ccccc3Cl)(C(Br)C1=O)C2(C)C (configuration not stated),-1.4,4,0,-6,1,-1,2,-6,i,2
COCCOC(=O)C1=C(C)Nc2ncnn2C1c1ccccc1 (configuration not stated),-0.6,-5,1,-14,3,0,-1,12,i,4
COc1ccc(CNc2cccnc2Cl)cc1,-0.5,.,0,-2,.,.,7,12,.,4
C=CCc1cccc(CNc2ccc(Br)cc2)c1O,1.6,-2,-4,1,7,-2,5,13,i,-2
Cc1oc(-c2ccc(Cl)cc2)nc1CN1CCCC(C(=O)NCc2cccnc2)C1 (configuration not stated),-0.2,-8,6,-4,-1,-1,-4,-14,i,-2
CS(=O)(=O)NCCSCc1ccco1,-0.2,98*,0,-5,13,-2,1,-2,i,5
CCOc1ccc(NC(=O)NCCN2CCN(c3ccccc3F)CC2)cc1,-2.2,5,-2,2,-2,-1,0,10,i,-7
COc1ccc(N2CCN(CC(=O)Nc3nc4c(s3)CC(C)CC4)CC2)cc1 (configuration not stated),-1.0,-1,-3,7,-8,0,0,16,i,3
O=c1c2ccccc2nc(SCc2cccc(F)c2)n1C1CCCC1,1.6,-8,2,8,6,4,-7,-20,i,1
CCn1c(SCC(=O)Nc2nccs2)nnc1-c1ccncc1,0.2,1,-3,3,0,-9,0,8,i,1
O=C(Nc1ccc(Cl)cc1)N1CCOC12CCCCC2,-0.7,-5,3,-10,-1,5,2,0,i,-5
Cc1nn(Cc2ccccc2)c(C)c1NC(=O)CSc1n[nH]c(C)c1[N+](=O)[O-],0.2,-5,-4,6,-4,-3,3,3,i,-2
Cn1c(=O)c2sccc2n2c(CCCC(=O)NCCc3ccc(S(N)(=O)=O)cc3)nnc12,0.1,-1,10,12,0,-4,1,2,i,1
c1ccc2[nH]c(CN3CCOCC3)nc2c1,-1.0,17,-1,10,1,-3,3,-8,i,4
COc1cccc(NC(=O)Nc2cc(C(=O)NCC3CCCO3)ccc2N2CC3CC(C2)c2cccc(=O)n2C3)c1 (configuration not stated),0.6,-5,-2,30,1,-4,1,-2,i,5

# Part of the list above, set out differently:
# Each structure is followed by: LMPTP inh, Scp-1 inhibitor, SUMO1-SIM PPI, SKN-1 inh, DNMT1 inh, STEP inh, MT1-MMP act inh, CendR NRP1 mod, Rpn11 block, NadD block
Cc1oc(-c2ccc(Cl)cc2)nc1CN1CCCC(C(=O)NCc2cccnc2)C1 (configuration not stated)
→ -0.2, -8, 6, -4, -1, -1, -4, -14, i, -2
CS(=O)(=O)NCCSCc1ccco1
→ -0.2, 98*, 0, -5, 13, -2, 1, -2, i, 5
CCOc1ccc(NC(=O)NCCN2CCN(c3ccccc3F)CC2)cc1
→ -2.2, 5, -2, 2, -2, -1, 0, 10, i, -7
COc1ccc(N2CCN(CC(=O)Nc3nc4c(s3)CC(C)CC4)CC2)cc1 (configuration not stated)
→ -1.0, -1, -3, 7, -8, 0, 0, 16, i, 3
O=c1c2ccccc2nc(SCc2cccc(F)c2)n1C1CCCC1
→ 1.6, -8, 2, 8, 6, 4, -7, -20, i, 1
CCn1c(SCC(=O)Nc2nccs2)nnc1-c1ccncc1
→ 0.2, 1, -3, 3, 0, -9, 0, 8, i, 1
O=C(Nc1ccc(Cl)cc1)N1CCOC12CCCCC2
→ -0.7, -5, 3, -10, -1, 5, 2, 0, i, -5
Cc1nn(Cc2ccccc2)c(C)c1NC(=O)CSc1n[nH]c(C)c1[N+](=O)[O-]
→ 0.2, -5, -4, 6, -4, -3, 3, 3, i, -2
Cn1c(=O)c2sccc2n2c(CCCC(=O)NCCc3ccc(S(N)(=O)=O)cc3)nnc12
→ 0.1, -1, 10, 12, 0, -4, 1, 2, i, 1
c1ccc2[nH]c(CN3CCOCC3)nc2c1
→ -1.0, 17, -1, 10, 1, -3, 3, -8, i, 4
COc1cccc(NC(=O)Nc2cc(C(=O)NCC3CCCO3)ccc2N2CC3CC(C2)c2cccc(=O)n2C3)c1 (configuration not stated)
→ 0.6, -5, -2, 30, 1, -4, 1, -2, i, 5
